Bioassay records from PubChem BioAssay.
L3MBTL1 block – L3MBTL1 (human) inhibition; Q9Y468; AlphaScreen L3MBTL1–H3K9me1 peptide binding; Potency, µM (doses to about 57.1 µM), for the others: at the highest dose activity, negative = inhibition, usual class: inhibitors; 230,000 compounds, 0.66% hits; note: nearly all actives have a fitted effect of over 60% in size
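AlphaScreen proximity signal between nickel-chelate acceptor and streptavidin donor beads (final 10 ug/mL) reports binding of 50 nM L3MBTL1 to 75 nM biotin-H3 K9me1 peptide; complex incubated with compounds 30 min at room temperature; cefsulodin titration as control.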
ALDH1A1 inh – blocks purified human ALDH1A1 activity; P00352; Purified ALDH1A1, NADH fluorescence, propionaldehyde substrate; Potency, µM (series often up to 75.3 µM), inactives show at the highest dose activity, negative = inhibition, hits mostly inhibitors; 220,000 compounds, 7.3% hits; active = well fitted inhibition curve with a large enough effect, not every such curve was filed as active; inconclusive = small, poorly fitted or top-dose-only effect, or another doubt; inactive = no such curve, though single readings can be large or run the other way;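 note: plate controls were no enzyme wells and a reference inhibitor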
Target sequence (P00352 whole entry, looked up): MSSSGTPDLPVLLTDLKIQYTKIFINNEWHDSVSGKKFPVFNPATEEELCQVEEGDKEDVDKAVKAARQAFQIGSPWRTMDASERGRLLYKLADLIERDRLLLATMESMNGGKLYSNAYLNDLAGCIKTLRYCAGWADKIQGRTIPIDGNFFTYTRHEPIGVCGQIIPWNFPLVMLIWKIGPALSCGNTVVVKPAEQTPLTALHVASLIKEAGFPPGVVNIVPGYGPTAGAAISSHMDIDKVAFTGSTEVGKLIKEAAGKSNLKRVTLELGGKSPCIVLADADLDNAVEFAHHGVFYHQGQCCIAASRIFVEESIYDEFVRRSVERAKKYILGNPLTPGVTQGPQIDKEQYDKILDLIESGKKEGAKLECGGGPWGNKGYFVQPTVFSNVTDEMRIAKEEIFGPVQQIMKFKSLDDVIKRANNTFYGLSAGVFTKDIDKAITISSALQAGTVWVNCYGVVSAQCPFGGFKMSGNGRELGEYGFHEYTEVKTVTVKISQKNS
TRb SRC2 PPI – disrupts binding of human TR beta to SRC2; AID 1469; Potency, µM (series often up to 106 µM), without a hit: at the highest dose activity change, negative = inhibition, actives largely listed as inhibitors; TRbeta-SRC2 peptide binding, fluorescence polarization; receptor liganded with 1 µM T3; P10828; 280,000 compounds, 0.065% hits;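 note: plate controls were bound peptide for no effect and peptide without receptor for full effect; nearly all actives have a fitted effect of over 50% in size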
Target sequence (P10828 whole entry, looked up): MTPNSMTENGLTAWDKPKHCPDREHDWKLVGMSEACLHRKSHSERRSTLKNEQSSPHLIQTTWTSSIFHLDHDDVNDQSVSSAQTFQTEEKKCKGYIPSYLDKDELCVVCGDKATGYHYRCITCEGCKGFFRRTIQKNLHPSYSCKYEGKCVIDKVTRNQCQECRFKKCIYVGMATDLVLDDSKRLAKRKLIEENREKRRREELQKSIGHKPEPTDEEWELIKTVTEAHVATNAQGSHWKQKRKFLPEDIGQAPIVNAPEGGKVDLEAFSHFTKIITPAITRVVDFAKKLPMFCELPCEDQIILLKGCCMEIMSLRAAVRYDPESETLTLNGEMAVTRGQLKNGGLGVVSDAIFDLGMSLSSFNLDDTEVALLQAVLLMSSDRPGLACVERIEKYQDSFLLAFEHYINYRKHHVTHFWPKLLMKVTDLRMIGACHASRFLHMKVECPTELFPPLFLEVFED
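Assay buffer: 20 mM Tris-HCl, 100 mM NaCl, 10% glycerol, 1 mM EDTA, 0.01% NP-40, 1 mM DTT, 1 uM T3, 5% DMSO; TRb LBD 0.6 uM, Texas Red SRC2 20 nM; FP after 5 hr.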
aGal spleen mod – alpha-galactosidase A (human) modulation. P06280. human spleen homogenate, 4MU-alpha-Gal fluorescence, 40 min. Potency, µM (highest dose often 80 µM), for the others: top-dose activity change, negative = inhibition, actives largely listed as inhibitors. 240,000 compounds, 0.008% hits. AID 2107;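 note: 0% = enzyme with vehicle and -100% = no enzyme basal signal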
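Spleen homogenate 1 ug + cpd (titration) + 4-MU-alpha-D-galactopyranoside 1 mM; 37C 40 min; 50 mM citrate/phosphate pH 5.0, 0.01% Tween-20; stop pH 10; fluorescence 365/440; AC50 via Hill.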
Tau FP inhib – blocks human tau fibril formation measured by polarization; P10636; K18 P301L tau heparin fibrillization, Alexa594 FP, 6 h; Potency, µM (doses to about 57.7 µM), for inactives: at the highest dose activity, negative = inhibition, usual class: inhibitors; 280,000 compounds, 0.39% hits; AID 1468; note: nearly all actives have a fitted effect of over 55% in size
Target sequence (P10636 561-689 P618L limits assumed): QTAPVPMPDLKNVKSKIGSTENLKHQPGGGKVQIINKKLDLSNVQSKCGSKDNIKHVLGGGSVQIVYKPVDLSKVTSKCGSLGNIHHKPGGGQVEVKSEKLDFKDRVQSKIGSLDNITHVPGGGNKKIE
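K18 P301L tau (15 uM unlabeled/0.24 uM Alexa 594-labeled, final) + compound + heparin 20 uM final; 100 mM NaOAc pH 7; 6 hr 37 C; ThT 30 uM final added, 1 hr RT; FP ex 555/em 632 nm.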
TexasRed fluor – counter-screen for TRb-SRC2 inhibitors: fluorescence interference; TRb/SRC2 Texas Red total fluorescence interference; AID 1479; Potency, µM (doses to about 106 µM), for inactives: top-dose fluorescence change, negative = quenching; 280,000 compounds, 0.29% hits; active = well fitted curve in either direction with a large enough effect; inconclusive = small, poorly fitted or top-dose-only effect
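Human TRb ligand-binding domain at 0.6 uM with 20 nM Texas Red SRC2 peptide in Tris buffer containing 1 uM T3 and 5% DMSO, incubated with compound 5 h at ambient temperature. Total fluorescence (555/632 nm) calculated as parallel + 2 × perpendicular.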
Tau fluor cs – counter-screen for tau fibril formation inhibitors; Potency, µM (titrated, usually from 57.7 µM), without a hit: top-dose activity change, negative = decrease; tau K18 P301L Alexa594 fluorescence, heparin fibrillization; 280,000 compounds, 0.93% hits; note: nearly all actives have a fitted effect of over 55% in size
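Human tau K18 P301L (15 uM unlabeled, 0.24 uM Alexa 594-labeled) in 100 mM sodium acetate pH 7 with 20 uM heparin, 6 hr at 37 C. ThT 30 uM added, 1 hr ambient; Alexa 594 FP and total fluorescence read at 555/632 nm.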
Tau ThT inhib – tau fibrillization inhibition (ThT binding); P10636; recombinant tau K18 P301L, heparin-induced fibrillization, ThT fluorescence; Potency, µM (doses to about 57.4 µM), inactives show at the top dose activity, negative = inhibition, most hits filed as inhibitors; 270,000 compounds, 2.1% hits; note: nearly all actives have a fitted effect of over 55% in size
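Fibril formation assay: tau K18 P301L at 15 uM with trace Alexa 594 label, heparin inducer 20 uM, pH 7 sodium acetate buffer, 37 C for 6 hr; endpoint ThT signal.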
* marks the source's active call; other numbers are inactive results; ? = inconclusive; . = not tested or not shown; & = joins results of further samples; ! = a repeat was not active; [ ] = dose if it differs, or a comment. Unless noted, calls come from the whole dose curve; as a rule, active = well fitted curve in the direction sought with a large enough effect; inconclusive = small, poorly fitted or top-dose-only effect, or another doubt; inactive = no such curve, though single readings can be large; an effect the other way counts as inactive or inconclusive. Unless noted, % is set by controls: 0 for no effect and ±100 for the full control effect; potency is the fitted concentration of half-maximal effect.

nr	SMILES	L3MBTL1 block	ALDH1A1 inh	TRb SRC2 PPI	aGal spleen mod	Tau FP inhib	TexasRed fluor	Tau fluor cs	Tau ThT inhib
1	COc1ccc(-c2noc(CN(C(=O)c3ccc(OC(C)=O)cc3)C(C)C)n2)cc1OC	-1.3%[11.4 µM]	-13.9%	-0.2%	-0.7%	0.3%	-4.3%	-10.3%	?
2	Cn1c(N)c(C(=O)COC(=O)C2(c3ccc(F)cc3)CCCC2)c(=O)n(C)c1=O	-9.9%	-14.1%	-3.1%	-2.4%	?	3.0%	-26.2%	-0.8%
3	O=C(CSc1nc2ccccc2c(=O)n1Cc1ccco1)c1ccc(F)cc1	3.6%	11.2µM*	-6.8%	0.0%	-11.6%	-1.3%	-24.6%	-16.1%
4	O=C(O)CCCCCNS(=O)(=O)c1ccc(Cl)cc1	-0.1%	12.0%	6.5%	-9.1%	1.4%	-2.4%	-0.3%	-2.6%
5	CCCN=Cc1c(CCC)[nH]n(-c2nc3ccccc3s2)c1=O	-20.7%	14.1µM*	-10.1%	4.6%	0.6%	-0.7%	-6.0%	?
6	Cc1ncc(CCl)c2c1OC(C)(C)OC2	14.4%	-13.8%	2.2%	2.0%	-2.4%	0.1%	-9.0%	-6.9%
7	O=C(NC1(C(F)(F)F)C(=O)Nc2c1c(=O)[nH]c(=O)n2Cc1ccccc1)c1ccc(Cl)cc1 (stereo not given)	.	1.4%	-1.2%	-6.2%	10.5%	-1.1%	2.3%	1.1%
8	Cn1ccnc1SCC(=O)Nc1cccc(S(=O)(=O)N2CCCCC2)c1	-8.8%	-1.4%	7.5%	-2.8%	-3.5%	-5.5%	-4.0%	-3.7%
9	CCCCC/C=C\C/C=C\CCCCCCCC(=O)O	.	17.8µM*!	7.0%[201 µM]	-2.0%&5.3%&-3.7%	1.8%&4.3%	1.2%[201 µM]	3.4%&0.5%	-3.7%&-6.2%
10	Cc1cccc2nc(COc3ccc(Cl)c4cccnc34)cn12	-1.5%	-1.1%	-7.1%	1.9%	-3.0%	-1.3%	-1.1%	?
11	O=C(COc1ccc(C(=O)O)cc1)Nc1cccc(C(F)(F)F)c1	-11.5%	-0.9%	-5.2%	3.8%	7.9%	-1.1%	-5.5%	0.7%
12	CCOc1ccc2c(c1)c(=O)c(S(=O)(=O)c1ccc(CC)cc1)cn2Cc1cccc(Cl)c1	.	.	-8.1%	.	-1.1%	0.3%	2.6%	-1.4%
13	CCCOc1cccc(C2c3c(oc4ccc(F)cc4c3=O)C(=O)N2Cc2ccc3c(c2)OCO3)c1 (stereo not given)	.	.	8.3%	.	-5.2%	-13.3%	-2.6%	0.6%
14	Cc1cc(=O)n2nc(N3CCCC(C(=O)NCCCN4CCc5ccccc5C4)C3)sc2n1 (stereo not given)	.	?	4.5%	3.1%	-0.4%	-0.5%	-1.7%	-7.7%
15	O=S(=O)(c1ccc(Cl)nc1)N1CCN(Cc2ccc3c(c2)OCO3)CC1	.	14.1µM*	-0.4%	1.2%	4.3%	-4.8%	-13.8%	-5.8%
16	O=C(N/N=C/c1cc([N+](=O)[O-])ccc1N1CCCCCC1)c1ccccn1	.	?	0.5%	4.8%	4.8%	-2.2%	-20.2%	?
17	COc1ccc(Nc2nccc(OC)c2C#N)cc1	-0.7%	10.9%	-14.8%	15.5%	-2.5%	-2.1%	-4.6%	-5.4%
18	N#CC1=C(N)NC(=S)C(C(N)=O)C1c1ccccc1F (stereo not given)	.	.	4.3%	0.6%	?	-0.3%	-17.4%	.
19	COc1ccc(-c2[nH]ncc2CN2CCCN(C(=O)c3ccco3)CC2)cc1F	4.3%	.	5.7%	-2.4%	2.2%	-3.8%	-2.6%	-3.8%
20	Nc1nc(C(F)(F)F)c(Br)c(=O)n1N	8.5%	8.7%	-5.9%	-3.6%	2.6%	-2.9%	-4.7%	-5.1%
21	Cc1ccsc1/C=N/NC(=O)c1ccncc1	-24.4%	-2.1%	-2.8%	0.3%	-12.1%	-1.7%	3.7%	1.4%
22	CCn1c(=O)cc(SCC(=O)NCCCN2CCN(c3ccc(F)cc3)CC2)c2ccccc21	-4.4%	1.4%	2.4%	6.3%	0.2%	2.4%	-8.1%	-19.3%
23	N#C/C(=C\c1cccnc1)C(=O)Nc1ccc(C(=O)O)cc1	11.1%	9.2%	-3.7%	-4.5%	1.2%	-2.3%	2.1%	-9.4%
24	CCOC(=O)N1CCC(N2Cc3cccc(C(=O)NCc4ccc5c(c4)OCO5)c3C2=O)CC1	-20.7%	1.0%	2.1%	-6.5%	0.7%	-1.0%	-20.3%	?
25	COc1ccc(-n2[nH]c(C)cc2=O)cc1	-13.0%	3.16µM*	-20.2%	-0.1%	?	-4.8%	?	?
26	COc1ccc(CCNC(=O)c2nc(-c3cccs3)no2)cc1OC	3.7%	-4.3%	2.6%	1.9%	-3.7%	-1.2%	-4.3%	-14.7%
27	C=CCn1c(COc2cccc(C)c2C)nnc1SCC(=O)N1CCN(c2ccccc2)CC1	-8.9%	-10.0%	-14.1%	-10.5%	3.9%	-0.9%	-15.0%	?
28	O=c1oc2cc(OCc3c(F)cccc3Cl)ccc2cc1-c1ccccn1	2.5%	-1.1%	-21.9%	1.0%	-3.8%	-1.0%	-3.1%	-4.0%
29	CCN1CCN(CC(O)COc2ccc3c(C)cc(=O)oc3c2)CC1 (stereo not given)	-25.8%	?	4.8%	19.2%	10.4%	3.2%	1.2%	0.7%
30	COC(=O)c1ccccc1NC(=O)Nc1cc(C)ccn1	6.6%	-4.7%	2.4%	?	-6.1%	-0.8%	-11.1%	-12.8%

7 structures out of the list, sorted by count of non-hydrogen atoms, descending.
nr	SMILES	L3MBTL1 block	ALDH1A1 inh	TRb SRC2 PPI	aGal spleen mod	Tau FP inhib	TexasRed fluor	Tau fluor cs	Tau ThT inhib
22	CCn1c(=O)cc(SCC(=O)NCCCN2CCN(c3ccc(F)cc3)CC2)c2ccccc21	-4.4%	1.4%	2.4%	6.3%	0.2%	2.4%	-8.1%	-19.3%
19	COc1ccc(-c2[nH]ncc2CN2CCCN(C(=O)c3ccco3)CC2)cc1F	4.3%	.	5.7%	-2.4%	2.2%	-3.8%	-2.6%	-3.8%
28	O=c1oc2cc(OCc3c(F)cccc3Cl)ccc2cc1-c1ccccn1	2.5%	-1.1%	-21.9%	1.0%	-3.8%	-1.0%	-3.1%	-4.0%
29	CCN1CCN(CC(O)COc2ccc3c(C)cc(=O)oc3c2)CC1 (stereo not given)	-25.8%	?	4.8%	19.2%	10.4%	3.2%	1.2%	0.7%
23	N#C/C(=C\c1cccnc1)C(=O)Nc1ccc(C(=O)O)cc1	11.1%	9.2%	-3.7%	-4.5%	1.2%	-2.3%	2.1%	-9.4%
30	COC(=O)c1ccccc1NC(=O)Nc1cc(C)ccn1	6.6%	-4.7%	2.4%	?	-6.1%	-0.8%	-11.1%	-12.8%
18	N#CC1=C(N)NC(=S)C(C(N)=O)C1c1ccccc1F (stereo not given)	.	.	4.3%	0.6%	?	-0.3%	-17.4%	.

Other records follow.
nr	SMILES	L3MBTL1 block	ALDH1A1 inh	TRb SRC2 PPI	aGal spleen mod	Tau FP inhib	TexasRed fluor	Tau fluor cs	Tau ThT inhib
31	CCOC(=O)Cn1c2[n+](c3ccccc31)CC(O)CS2 (stereo not given)	.	4.5%	2.0%	3.3%	4.1%	3.3%	7.0%	-2.0%
32	N#CCSc1nnc(Cc2ccc3c(c2)OCO3)o1	9.0%	4.4%	-9.5%	-2.7%	-0.9%	-1.8%	5.1%	-1.0%
33	O=C(NCCN1C(=O)S/C(=C/c2cccnc2)C1=O)C1CC(=O)N(Cc2ccccc2)C1 (stereo not given)	10.5%	5.0%	-0.4%	-6.2%	-13.0%	-1.2%	-12.9%	?
34	Cc1cc(NCC2CCCO2)n2c(nc3ccccc32)c1C#N (stereo not given)	.	?	6.1%	?	-1.2%	-0.8%	4.9%	9.8%
35	Cc1cccc(NC(=O)CSc2nc(-c3ccccc3)cc(=O)[nH]2)c1C	.	.	2.1%	.	-2.6%	-2.2%	5.8%	1.9%
36	CCC(/C=N/NC(=O)C(N)=O)CC	7.2%	4.8%	-4.4%	-2.7%	5.4%	0.4%	17.3%	13.4%
37	Cn1nc(C(=O)Nc2cccnc2)c2ccccc2c1=O	.	-8.8%	-0.4%	4.8%	1.0%	-2.2%	3.3%	4.9%
38	C#CCOCCOCCOCCNc1nc(N2CCN(C(=O)Cn3cc(CC(C)O)nn3)CC2)nc(N2CCN(C(=O)Cn3cc(CC(C)O)nn3)CC2)n1 (stereo not given)	3.8%	6.4%	-4.4%	22.6%	-1.7%	-1.8%	-4.4%	-5.1%
39	COc1cc(C(CCN2CCOCC2)c2c(OC)cc(OC)c3c2OC(=O)CC3c2ccc(N(C)C)cc2)cc(OC)c1OC (stereo not given)	.	.	-3.9%&-6.4%	-0.3%&-0.3%	4.1%	-0.7%&-0.9%	-10.5%	-6.1%
40	CCn1c(O)c(C=Nc2ccccc2)sc1=S	.	?	5.0%	-6.3%	2.6%	18.6%	?	?
41	O=C(c1cccnc1)N1N=C(C2CC2)CC1(O)C(F)(F)F (stereo not given)	5.7%	3.5%	4.3%	-6.7%	-4.0%	1.9%	-1.2%	-2.9%
42	O=C(COC(=O)C1(c2ccccc2F)CCCC1)N1CCOCC1	.	7.8%	9.2%	-0.1%	-6.1%	-2.0%	-9.2%	3.9%
43	COc1ccccc1CNC(=O)CCCCn1c(=O)c2ccccc2n(Cc2ccccc2C)c1=O	.	.	5.4%	.	10.5%	?	8.8%	4.3%
44	O=C1Nc2ccccc2/C1=N\N=C\c1ccc(O)c(O)c1	?	?	2.9%	2.2%	-2.7%	-8.6%	?	4.47µM*
45	COC(=O)c1ccccc1NC(=O)CN(C)S(=O)(=O)c1ccc(OC)cc1	28.3%[11.4 µM]	-13.9%	7.1%	0.6%	-6.3%	0.5%	-2.5%	0.4%
46	Cn1c(CNc2nc3ccccc3n2C)nc2ccccc21	23.7%	12.4%	-25.0%	11.7%	-1.8%	-1.0%	-5.4%	-5.0%
